# SNCA viab count: counter-screen for SNCA expression inhibitors: cell viability; HEK-293-SNCA-luc viability, GF-AFC fluorescence, 24 h; Potency, µM (series often up to 57.1 µM), for the others: at the highest dose activity change, negative = cytotoxicity, actives largely listed as cytotoxic; 0.12% of 150,000 active;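 further: potency means the concentration at half of the fitted maximal effect; 0% = DMSO-treated cells and -100% = medium-only wells without cells; nearly all actives have a fitted effect of over 30% in size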
#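 Cytotoxicity counterscreen: after 24 h compound treatment of genome-edited SNCA-luciferase HEK-293 cells, live-cell protease substrate GF-AFC read by fluorescence after 30 min; activity scaled between DMSO (0%) and medium-only (-100%), curves Hill-fitted.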
# 3T3 cytotox: NIH 3T3 cell cytotoxicity. Potency, µM (series often up to 96.7 µM), for inactives: at the highest dose activity change, negative = cytotoxicity, hits mostly inhibitors. 4.3% of 94,000 active. NIH 3T3 viability, CellTiter-Glo ATP luminescence, 48-72 h. AID 1345082; further: potency means the concentration at half of the fitted maximal effect; nearly all actives have a fitted effect of over 55% in size
#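 Cells were seeded at 400 per well, treated with pin-transferred compound, and kept 48 or 72 hr at 37 °C before CellTiter-Glo addition and luminescence imaging of cellular ATP.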
# Luciferase inh: inhibitors of firefly (Photinus pyralis) luciferase; 2.5% of 76,000 active; Potency, µM (top dose mostly 115 µM), without a hit: top-dose activity change, negative = inhibition, usual class: inhibitors; P08659; purified P. pyralis luciferase, luminescence, biochemical; further: potency means the concentration at half of the fitted maximal effect; nearly all actives have a fitted effect of over 65% in size
# Target sequence (P08659 whole entry, looked up): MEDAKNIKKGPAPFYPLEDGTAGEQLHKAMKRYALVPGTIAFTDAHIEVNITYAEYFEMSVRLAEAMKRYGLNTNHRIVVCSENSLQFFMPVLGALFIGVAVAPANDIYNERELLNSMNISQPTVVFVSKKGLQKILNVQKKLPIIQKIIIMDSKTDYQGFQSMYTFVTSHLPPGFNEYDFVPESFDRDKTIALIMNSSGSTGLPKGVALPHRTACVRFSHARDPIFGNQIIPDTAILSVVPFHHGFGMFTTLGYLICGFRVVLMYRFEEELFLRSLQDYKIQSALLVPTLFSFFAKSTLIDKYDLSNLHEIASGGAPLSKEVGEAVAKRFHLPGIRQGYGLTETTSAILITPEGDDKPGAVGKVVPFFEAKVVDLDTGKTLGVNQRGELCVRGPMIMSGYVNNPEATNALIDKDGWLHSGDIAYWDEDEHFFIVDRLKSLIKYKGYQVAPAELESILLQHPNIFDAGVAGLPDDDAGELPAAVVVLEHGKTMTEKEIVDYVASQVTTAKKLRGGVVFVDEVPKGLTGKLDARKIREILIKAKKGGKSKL
#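 Biochemical qHTS: compound (6-point titration) added to 10uM D-luciferin plus 10uM ATP in Tris acetate pH 7.5 buffer with Mg, Tween-20 and BSA, then purified enzyme at 10nM; light output imaged.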
# HEK cytotox: kills HEK 293 cells; AID 1345083; 6.6% of 94,000 active; Potency, µM (series often up to 115 µM), for inactives: top-dose activity change, negative = cytotoxicity, most hits filed as inhibitors; HEK 293 viability, ATP luminescence (CellTiter-Glo), 48-72 h; further: potency means the concentration at half of the fitted maximal effect; nearly all actives have a fitted effect of over 60% in size
#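 Cells seeded first (HEK 293, 250 cells/well), then compound added by pintool. Incubation ran 48 or 72 hr at 37 degree Celsius. CellTiter-Glo was added and luminescence imaged after 10 min at room temperature.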
# IP6K1 inhibitor: IP6K1 kinase inhibition; Q92551; IP6K1 kinase, ADP-Glo luminescence, 2 h; active compounds read low; activity change, % (series mostly up to about 58 µM); 0.81% of 140,000 active; AID 1645851; in the data active means activity change below about -25%
#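 ADP-Glo luminescence measures ADP made by human IP6K1 during a 2 h RT reaction with ATP/IP6 (mix at 1.3 mM/130 uM); top library doses 57.5 and 19.1 uM final.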
# GPT2 inh: GPT2 alanine aminotransferase inhibition; Q8TD30; Recombinant GPT2, coupled pyruvate oxidase/HRP Amplex Red fluorescence; Potency, µM (top dose mostly 57.7 µM), for the others: top-dose activity change, negative = inhibition, usual class: inhibitors; 0.25% of 100,000 active; AID 1671188; further: potency means the concentration at half of the fitted maximal effect; nearly all actives have a fitted effect of over 60% in size; many of its hits are not listed in these tables
# Target sequence (Q8TD30 whole entry, looked up): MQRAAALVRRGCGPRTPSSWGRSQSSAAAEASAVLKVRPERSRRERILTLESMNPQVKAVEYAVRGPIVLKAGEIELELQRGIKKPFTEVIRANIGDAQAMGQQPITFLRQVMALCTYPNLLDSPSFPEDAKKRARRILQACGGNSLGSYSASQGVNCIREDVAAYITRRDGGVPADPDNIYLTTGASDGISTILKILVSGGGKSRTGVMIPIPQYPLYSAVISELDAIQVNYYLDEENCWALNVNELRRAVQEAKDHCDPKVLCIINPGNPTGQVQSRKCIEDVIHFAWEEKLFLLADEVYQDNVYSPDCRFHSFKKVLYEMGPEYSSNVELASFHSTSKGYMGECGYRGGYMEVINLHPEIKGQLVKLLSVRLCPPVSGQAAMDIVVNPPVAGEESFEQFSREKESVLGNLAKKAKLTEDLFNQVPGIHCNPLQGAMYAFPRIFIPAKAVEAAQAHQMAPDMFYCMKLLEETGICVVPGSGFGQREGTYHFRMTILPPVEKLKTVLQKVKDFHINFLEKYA
#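 Fluorescence read-out: pyruvate from GPT2 turnover coupled to pyruvate oxidase, HRP and Amplex Red (0.2mM ThPP, 0.2U/mL PO and HRP, 50uM Amplex final). Substrates 250uM a-KG, 2mM L-alanine; enzyme 10ng/uL; 30 min RT.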
# SNCA expr inhib: reduces expression of the alpha-synuclein gene; HEK-293 SNCA-luciferase knock-in, luminescence, 24 h; Potency, µM (top dose mostly 57.2 µM), for inactives: at the highest dose activity change, negative = inhibition, hits mostly inhibitors; 0.17% of 140,000 active; AID 1671194;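 further: potency means the concentration at half of the fitted maximal effect; plate controls were DMSO cells for no effect and cell-free wells for full effect; nearly all actives have a fitted effect of over 45% in size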
# * hit, by the source's call; i = inactive; ? = inconclusive; . = not tested or not shown; & = joins results of further samples; [ ] = another dose, or the depositor's remark. Unless noted, the call rests on the fitted dose curve; in most records, active means well fitted curve in the direction sought with a large enough effect; inconclusive means small, poorly fitted or top-dose-only effect, or another doubt; inactive means no such curve, though single readings can be large; an effect the other way counts as inactive or inconclusive. Unless noted, on the % scale 0 is the no-effect control and ±100 the full control effect. Some of the compounds tested, so the mix of outcomes need not match the whole.
SMILES,SNCA viab count,3T3 cytotox,Luciferase inh,HEK cytotox,IP6K1 inhibitor,GPT2 inh,SNCA expr inhib
COc1ccc(-c2noc(-c3ncn4c3COC(c3ccc(F)cc3)C4)n2)c(OC)c1 (stereo not given),?,32µM*,-17%,35µM*,9,4%,?
O=C(Nc1nc2ccccc2n1CCOc1ccccc1Cl)c1ccccc1,2%,.,.,.,1,.,71%[activator]
O=C(NC1CCN(C(=O)N2CC3CC(C2)[C@H]2CCCC(=O)N2C3)CC1)C1CCOCC1 (stereo not given in full),9%,-6%,8%,-12%,2,i,-28%
Cc1csc(NC(=O)c2ccc3c(c2)OCC(=O)N(C)C3)n1,6%[87.6 µM],?,5µM*,-16%[172 µM],-13,4%[88.5 µM],-23%[87.6 µM]
Cc1cccc(CN2CCCCCCNC(=O)CC2)c1,2%,-11%,0%,0%,-4,3%,14%
O=C(Nc1ccccc1)N1CCC(C(=O)N2CCC(N3CCOC3=O)CC2)CC1,5%,-7%,.,i,-4,-2%,15%
O=C(Nc1ccc2c(N3CCCC3)ncnc2c1)c1ccc(Cl)cc1,?,?,-31%,-26%,1,i,4%
Cc1noc(C)c1[S+](=O)([O-])N1CCN(c2nc3ncccc3o2)CC1,3%,-10%,-3%,-2%,0,i,-23%
CC(=O)NC1CC2(CCN(C(=O)CCC(=O)OC(C)(C)C)CC2)Oc2ccccc21 (stereo not given),4%,i,.,i,-15,-4%,17%
COC(=O)N1CCCCC(NC(=O)CCCc2nc(-c3ccccc3C)no2)C1 (stereo not given),-19%,?,-14%,35µM*,7,?,-29%
O=C(CCc1conc1-c1ccccc1F)NCc1cc(F)cc(F)c1,-6%,-34%,?,-27%,0,2%,15%
O=C(NCC1(COc2cnccn2)C[C@@H](O)[C@@H](O)C1)C1CC1 (stereo not given in full),2%[87.6 µM],4%[174 µM],-2%[172 µM],-1%[172 µM],-5,-3%[88.5 µM],-15%[87.6 µM]
N[C@@H](Cc1ccccc1)C(=O)N1CCC2(CC1)C(=O)NCN2C(=O)C1CCCC1,?,-7%,.,-4%,-2,2%,2%
CNC(=O)c1cc(C2CC2)nc2onc(C3CCN([S+](=O)([O-])c4ccc(C)cc4)C3)c12 (stereo not given),.,?,.,?,-2,.,.
CCc1nc(NC(=O)C2CC(=O)N(c3n[nH]c4cccc(F)c34)C2)sc1C (stereo not given),5%,-25%,0%,?,-2,i,32%[activator]
Cc1ccc(/C(=C\CN2CCCC2)c2ccccn2)cc1,0%,.,.,.,22,2%,-10%
COc1ccc(CCNC(=O)CCc2c(C)nc3c4c(C)cc(C)nc4nn3c2C)cc1OC,-27%,.,.,.,7,.,38%[activator]
Cc1nc2nc(NCc3cccc(Cl)c3)[nH]n2c(=O)c1Cc1ccccc1,3%,.,.,.,10,.,10%
COc1ccccc1-c1ccc(C(=O)N2CCC(C(=O)NCCCc3ccccc3)CC2)cc1,0%[12.5 µM],?,.,79µM*,1,i,12%
COc1cccc([S+](=O)([O-])N2CCCC2C(=O)N2CCC(N3CCCC3=O)CC2)c1 (stereo not given),0%&11%,-24%&0%,.,-14%,9&2,-4%&-2%,-10%&-28%
Cc1nc(C)c(C(=O)N2CCC3(CC2)CC(N2CCCCC2)CCO3)s1 (stereo not given),-5%,-10%,-4%,9%,-3,i,1%
COc1ccc(OC)c(CCNC(=O)c2nc(-c3ccc(Cl)cc3)n3c2CCCCC3)c1,-11%,.,.,.,26,.,?
Cc1ccc(NC(=O)c2c(C)oc3nc(C)nc(N4CCCC4)c23)c(C)c1,2%,.,.,.,-9,.,20%
O=C(Cn1nc2c(cc1=O)CCCC2)NCc1nc2ccccc2[nH]1,1%,i,-2%,7%,14,i,?
COc1ccc(-c2ccc(C(=O)N(C)C)c(Cl)c2)nn1,.,?,.,?,-46*,.,.

# Among those listed so far, these have an aryl methoxy group.
SMILES,SNCA viab count,3T3 cytotox,Luciferase inh,HEK cytotox,IP6K1 inhibitor,GPT2 inh,SNCA expr inhib
COc1ccc(-c2noc(-c3ncn4c3COC(c3ccc(F)cc3)C4)n2)c(OC)c1 (stereo not given),?,32µM*,-17%,35µM*,9,4%,?
COc1ccc(CCNC(=O)CCc2c(C)nc3c4c(C)cc(C)nc4nn3c2C)cc1OC,-27%,.,.,.,7,.,38%[activator]
COc1ccccc1-c1ccc(C(=O)N2CCC(C(=O)NCCCc3ccccc3)CC2)cc1,0%[12.5 µM],?,.,79µM*,1,i,12%
COc1cccc([S+](=O)([O-])N2CCCC2C(=O)N2CCC(N3CCCC3=O)CC2)c1 (stereo not given),0%&11%,-24%&0%,.,-14%,9&2,-4%&-2%,-10%&-28%
COc1ccc(OC)c(CCNC(=O)c2nc(-c3ccc(Cl)cc3)n3c2CCCCC3)c1,-11%,.,.,.,26,.,?
COc1ccc(-c2ccc(C(=O)N(C)C)c(Cl)c2)nn1,.,?,.,?,-46*,.,.

# Next structures:
SMILES,SNCA viab count,3T3 cytotox,Luciferase inh,HEK cytotox,IP6K1 inhibitor,GPT2 inh,SNCA expr inhib
C=CCNC(=O)C1CC(c2ccc(F)cc2)=NO1 (stereo not given),2%,?,-1%,13%,-1,?,-13%
COc1cc(N2CCOCC2)ccc1NC(=O)c1csc(-c2cccnc2)n1,-35%,.,.,.,17,i,.
CC(C)Oc1ccccc1CN1CC[C@@H]2CN(S(C)(=O)=O)[C@@H]2C1,-9%[12.5 µM],2%,11%,i,5,-3%,24%
O=C(Nc1nnc(C2CC2)s1)C1CC(=O)N(c2n[nH]c3cccc(F)c23)C1 (stereo not given),1%,-9%,-2%,-16%,5,i,-14%
CC(=O)NCCC(=O)N1Cc2ccccc2CC2(CCCN2Cc2ccncc2)C1 (stereo not given),6%,2%,.,3%,-5,i,-1%
COc1ccc2nc(C[C@@H]3C[C@@H](C(C)C)[C@H](CN(Cc4ccccc4F)Cc4ccccc4F)C=C3C)[nH]c2c1,-18%,14µM*,-12%,?,6,i,?
CSc1ccc2cc(CN3CCCC(O)C3)c(-c3ccc(Cl)cc3)nc2c1 (stereo not given),-17%,?,-7%,?,-3,2%,-22%
Cc1ccc2nc(CN3CCN(S(=O)(=O)c4ccc(F)cc4)CC3)oc2c1,-13%,.,.,.,19,.,7%
C#CCOc1ccc2c(c1)c(-c1ccc(C(C)C)cc1)nc(=O)n2C(C)C,2%,.,.,.,7,i,.
COc1ccc(CNC(=O)COCc2cc(-c3ccc4c(c3)OCO4)on2)cc1,-13%,.,.,.,9,.,15%
Cc1ccc(NC(=O)CN2CCN(C3CCCCC3)C(=O)C2=O)cc1,8%,.,.,.,-15,.,-2%
CC(C)(C)NC(=O)NCc1nnc2n1C(C(=O)NCc1ccc(Cl)cc1)CC2 (stereo not given),0%,-1%,.,5%,-10,i,-1%
N#Cc1ccc(-c2cccs2)nc1SCC(=O)Nc1cccc(C(F)(F)F)c1,4%,.,.,.,15,.,5%
Cc1nc2nc(-c3ccc(Cl)cc3Cl)nn2c(C)c1CCC(=O)Nc1ccc(F)cc1,6%,.,.,.,20,.,?
CS(=O)(=O)N1CCC(OC2CCN(C(=O)Nc3c(F)cccc3F)CC2)CC1,3%,-3%,-1%,i,7,i,21%
O=C(c1cn[nH]c1)N1CCC(c2nc(CCOCC3CCCC3)no2)C1 (stereo not given),-8%[12.5 µM],-13%,0%,-14%,1,4%,-3%
COc1ccc(C(=O)N2CCOc3ccc(CCC(N)=O)cc3C2)cc1F,-12%[12.5 µM],-30%,2%,-6%,13,-11%,12%
O=C(Nc1cccc(Cl)c1)c1ccc2nnc(-c3ccc(Cl)cc3)n2c1,-30%,45µM*,.,40µM*,-3,i,-9%
COCCNC(=O)[C@H]1C[C@H](Oc2ccccc2)CN1S(=O)(=O)c1ccc(F)cc1,-9%,-16%,-2%,-21%,6,2%,-25%
CC(=O)c1ccc(C(=O)N(Cc2cccnc2)c2nc3c(Cl)cccc3s2)cc1,-6%,.,.,.,2,.,6%
CN(C)C(=O)c1cccnc1OC1CCN(C(=O)c2ccc(OC(F)(F)F)cc2)C1 (stereo not given),5%,?,-8%,?,1,i,29%
CO[C@H]1C(=O)N(C(C)C)[C@H]1C1CCN(C(=O)Cc2ccncc2)CC1,2%,-3%,5%,i,9,i,-10%
CNC(=O)c1cc(-c2ccc(F)cc2OC)cc2c1OCCN2Cc1cccnc1,-25%[87.6 µM],?,0%[172 µM],?,-18,-5%[88.5 µM],27%[87.6 µM]
COc1ccc(C(=O)NCCn2ccn3nc(-c4cccc(OC)c4)cc3c2=O)cc1,-22%,?,-15%,?,-9,5%,1%
O=C(NCc1ccncc1)C1CN(S(=O)(=O)c2cccnc2)CC12CCCCC2 (stereo not given),6%,i,4%,4%,11,i,-1%

# Next section:
SMILES,SNCA viab count,3T3 cytotox,Luciferase inh,HEK cytotox,IP6K1 inhibitor,GPT2 inh,SNCA expr inhib
COc1cc(C(=O)NC2CCCc3c2[nH]c2c(Cl)cccc32)cc(OC)c1OC (stereo not given),-24%,-13%,6%,?,-8,0%,4%
CC1(C)CC2C(O)C3=C(CC(C)(O)C2C1)C(=O)OC3O (stereo not given),-13%,.,.,.,2,i,.
COc1ccccc1-c1nnc2n1C(C(=O)N(C)C)CC2 (stereo not given),5%[87.6 µM],-5%[138 µM],.,1%[172 µM],9,i,-9%[87.6 µM]
Cc1ccc(C(=O)N2CCCC(n3cc(-c4nc(C5CC5)no4)nn3)C2)s1 (stereo not given),-2%,-27%,-4%,?,0,i,32%[activator]
Oc1ccccc1CN1CCC(O)(c2csc(CN3CCc4ccccc4C3)n2)CC1,-16%,?,-8%,?,-4,5%,-29%
O=C(NCc1ccc(Oc2ccccc2)cc1)c1nc(-c2cc(Br)c(O)c(Br)c2)no1,-9%,.,.,.,-12,?,.
Cc1ccc(C(=O)N[C@H]2C[C@@H](c3nc(-c4ccc(C)cc4)no3)N(C)C2)cc1,-5%[87.6 µM],-13%[174 µM],-27%[172 µM],-1%[172 µM],8,5%[88.5 µM],0%[87.6 µM]
O=C(CCn1cccn1)NCc1ccc(Cl)cc1,3%,.,.,.,-10,.,-9%
O=C(NC[C@H]1COCc2nc3cc(C(F)(F)F)ccc3n21)c1ccccn1,-7%[87.6 µM],-19%[138 µM],-9%[172 µM],-20%[172 µM],5,i,-30%[87.6 µM]
COc1ncccc1-c1nc(-c2c(C)noc2C)cc2c1cc(-c1ccccc1)n2C,-28%[87.6 µM],25µM*,6%[172 µM],28µM*,-14,-6%[88.5 µM],-22%[87.6 µM]
O=C(Nc1cccc(Cl)c1)N1CCOC(CN(CC2CC2)C(=O)c2cccc(F)c2)C1 (stereo not given),-12%,?,1%,?,-14,i,-15%
O=C(NCC1CC1)c1cc(C2CC2)nc2onc(C3CCNCC3)c12,4%,-18%,.,-5%,0,i,-1%
COC(=O)c1cc2n(n1)CCCN(C(=O)C1CCCCn3nnnc31)C2 (stereo not given),5%,-2%,3%,-5%,3,i,-16%
O=C(NC1C[C@H]2CC[C@@H](C1)N2C(=O)C1CCCC1)c1ccc(F)cc1 (stereo not given in full),-14%,-17%,.,2%,3,-4%,12%

# From PubChem BioAssay
